Source: PubChem BioAssay (The Scripps Research Institute Molecular Screening Center)
OX1R antag-1 = antagonists of human orexin 1 receptor (OX1R). Orexin/Hypocretin receptor type 1 (Homo sapiens), O43613. OX1R-expressing cells, FRET antagonist read-out. inhibition, % at 6.6 µM. 1.8% of 330,000 active. AID 485270, 2010; in the data active = inhibition mostly above about 38%, no sharp cut-off; inactive = mostly below about 40%;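 also: 0% = agonist challenge alone and 100% = reference antagonist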
Target sequence (O43613 whole entry, looked up): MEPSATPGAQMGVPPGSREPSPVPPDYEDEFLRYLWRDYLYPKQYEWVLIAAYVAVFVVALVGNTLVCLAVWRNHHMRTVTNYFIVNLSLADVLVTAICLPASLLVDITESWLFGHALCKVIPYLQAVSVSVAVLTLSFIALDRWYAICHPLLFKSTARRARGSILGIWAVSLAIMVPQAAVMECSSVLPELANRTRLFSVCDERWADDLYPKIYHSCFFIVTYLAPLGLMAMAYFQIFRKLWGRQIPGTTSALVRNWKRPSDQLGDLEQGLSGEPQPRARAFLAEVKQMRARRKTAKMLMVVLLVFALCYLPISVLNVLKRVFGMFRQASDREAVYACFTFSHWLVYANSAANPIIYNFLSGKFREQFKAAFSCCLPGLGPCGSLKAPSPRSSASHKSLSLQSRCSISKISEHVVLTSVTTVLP
OX1R antag-2 = OX1R (HCRTR1) antagonists, primary screen, fluorescence, CHO/OX1R cells, Fluo-8 calcium, orexin A; inhibition, % at 5 µM; AID 434989, 2010; 0.43% of 330,000 active; Fluo-8 calcium fluorescence; Orexin/Hypocretin receptor type 1 (Homo sapiens), O43613;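 active = inhibition above its plate's threshold, mean inhibition of all tested compounds on the plate plus 3 SD, cut at about 37% in these data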;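 also: 0% = orexin A challenge wells and 100% = SB-334867-A antagonist wells; not every result past the cut was called active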
Numbers without * were called inactive; + = active, no number.

#1 O=C(NC1CCCCC1)C(c1cccnc1)N(C(=O)c1ccc(Cl)nc1)C1CCCCC1 (configuration not stated)
#2 COc1ccc(C(=O)N2CCCC(Nc3ccc(C(C)C)cc3)C2)c(OC)n1 (configuration not stated)
#3 O=S(=O)(Cc1ccccc1)N1CCN(Cc2ccccc2)CC1
#4 Cn1c(-c2ccc(F)cc2)cnc1SCC(=O)N1CCCc2ccccc21
#5 COc1ccc(CNC(=O)c2ccc(-c3ccccc3)cc2)cc1OC
#6 CC(C)Oc1ccc(C(=O)NNC(=O)c2ccccc2C(=O)O)cc1

Compound	1	2	3	4	5	6
OX1R antag-1	6	24	18	15	16	10
OX1R antag-2	-9	-16	-16	-38	-18	-14

#7 Cn1cc([N+](=O)[O-])c(C(=O)Nc2ccc(C3CCCCC3)cc2)n1
#8 CCN(CC)CCNC(=O)C1(O)c2cc(Br)ccc2NC(=O)N1c1ccccc1 (configuration not stated)
#9 Cc1ccc(N(Cc2cc3ccc(C)cc3[nH]c2=O)S(=O)(=O)c2ccccc2)c(C)c1
#10 O=C(N/N=C/c1ccc(N2CCOCC2)cc1)C1COc2ccccc2O1 (configuration not stated)
#11 COc1ccc(N2CC(C(=O)NCc3nnnn3-c3ccc(C)c(C)c3)CC2=O)cc1 (configuration not stated)
#12 CC(C)Nc1ncnc2c1cnn2-c1ccccc1

Compound	7	8	9	10	11	12
OX1R antag-1	25	-2	22	7	9	8
OX1R antag-2	-16	-15	-27	-9	-13	-14

#13 CCC/S(C)=N/S(=O)(=O)c1ccc(C)cc1 (configuration not stated)
#14 O=C(c1ccccc1)C1CCN(C(=O)c2ccco2)CC1
#15 Cc1cc(C)cc(C(=O)Nc2nc3ccccc3[nH]2)c1
#16 Cc1ccccc1C(C(=O)NCc1ccco1)N(CC1CCCO1)C(=O)Cn1nnc2ccccc21 (configuration not stated)
#17 S=C(c1ccc(N2CCCC2)cc1)N1CCCCC1
#18 O=C(Cc1ccccc1[N+](=O)[O-])Nc1nccs1

Compound	13	14	15	16	17	18
OX1R antag-1	12	6	24	19	8	16
OX1R antag-2	5	5	-30	-18	14	-15

#19 O=C(CN1CCOCC1)Nc1ccc(S(=O)(=O)NC2CCCCC2)cc1
#20 O=C(Nc1ccc(OC(F)(F)F)cc1)Oc1ccccc1N1CCCCC1
#21 CCN(CC(=O)Nc1ccc(NC(C)=O)cc1)C(=O)CSc1ncnc2sc(C)c(C)c12
#22 O=C(NC1CC1)C1=C[C@@H](c2csc3ccccc23)C[C@@H](OCc2ccc(CO)cc2)O1
#23 O=C(CS(=O)(=O)c1ccc(Cl)cc1)NCc1ccccc1
#24 COc1ccc(NC(=O)CN(C)C(=O)c2cc3c(s2)CCC(C)C3)cc1 (configuration not stated)

Compound	19	20	21	22	23	24
OX1R antag-1	9	2	17	29	15	19
OX1R antag-2	1	17	-32	-37	-14	-31

#25 O=c1ccc(-c2ccccc2)nn1Cc1ccccc1
#26 O=C(NOC(=O)c1ccccc1F)c1ccc(OC(F)F)cc1
#27 O=C(O)C1CSC(CCc2ccccc2)N1 (configuration not stated)
#28 NC1=NC(=O)C(Cc2ccccc2)S1 (configuration not stated)
#29 CC(OC(=O)Cn1cnc2c1c(=O)n(C)c(=O)n2C)C(=O)Nc1ccc(Cl)cc1 (configuration not stated)
#30 CC(C)COc1ccc(C(=O)Nc2ncn[nH]2)cc1

Compound	25	26	27	28	29	30
OX1R antag-1	15	6	12	3	17	18
OX1R antag-2	-6	-1	3	-7	-9	-12

#31 COc1ccc(C(=O)COc2ccc3ccc(=O)oc3c2)c(OC)c1
#32 CN(c1ccccc1C(=O)Nc1ccc(S(=O)(=O)N2CCCCC2)cc1)S(C)(=O)=O
#33 COc1cc(C(=O)NCCCn2ccnc2)cc(OC)c1OC
#34 OC(COCc1ccccc1)CN1CCc2ccccc2C1 (configuration not stated)
#35 S=C(NCc1ccco1)Nc1ccc(Cl)cc1
#36 Cc1ccc(S(=O)(=O)N2CCOCC2)cc1NC(=O)C1CC(=O)N(c2ccc3c(c2)OCCO3)C1 (configuration not stated)

Compound	31	32	33	34	35	36
OX1R antag-1	13	8	6	13	13	15
OX1R antag-2	-23	-7	-15	-12	-13	-5

Filtered by structure: the compounds so far containing an aryl thioether with sulfur outside any ring (2)
#4 Cn1c(-c2ccc(F)cc2)cnc1SCC(=O)N1CCCc2ccccc21
#21 CCN(CC(=O)Nc1ccc(NC(C)=O)cc1)C(=O)CSc1ncnc2sc(C)c(C)c12

Compound	4	21
OX1R antag-1	15	17
OX1R antag-2	-38	-32

(next part)
#37 CCn1cc(C(=O)N2CCc3ccccc32)c(=O)c2cc(S(=O)(=O)N3CC(C)CC(C)C3)ccc21 (configuration not stated)
#38 Cc1ccc(Nc2nc(NCC3CCCO3)nc(N)c2[N+](=O)[O-])cc1 (configuration not stated)
#39 CCN(CC)C1=NS(=O)(=O)c2cc([N+](=O)[O-])ccc21
#40 C=CCOc1ccc(CNCC2CCCO2)cc1 (configuration not stated)
#41 COCCNC(=O)C(c1ccc(C)o1)N(Cc1ccc(OC)cc1)C(=O)Cn1nnc2ccccc21 (configuration not stated)
#42 COc1ccccc1NC(=O)Nc1nnc(Cc2ccccc2F)s1

Compound	37	38	39	40	41	42
OX1R antag-1	8	14	+	2	21	13
OX1R antag-2	-25	-15	-12	-4	-14	-28

#43 CC1Cc2ccccc2N1C(=O)CSc1nnc(N)s1 (configuration not stated)
#44 Cc1ccc(C)c(Cn2c3ccccc3c3cnn(CC(=O)NCCCN4CCOCC4)c(=O)c32)c1
#45 O=c1[nH]c(Cc2ccccn2)nc2scc(-c3ccccc3Cl)c12
#46 COc1ccc(C)cc1NS(=O)(=O)c1ccc2c(c1)CCN2C(C)=O
#47 CC(=O)Nc1ccc(Oc2ccc([N+](=O)[O-])cc2Cl)cc1
#48 COc1ccc(C=C2C(=O)OC(C)(C)OC2=O)cc1OC

Compound	43	44	45	46	47	48
OX1R antag-1	1	11	12	-7	10	9
OX1R antag-2	-16	-31	-25	-23	0	-15

#49 CCc1cccc(NC(=S)N(CCN(C)C)C(C)c2ccncc2)c1 (configuration not stated)
#50 Nc1cnn(Cc2ccc(F)cc2)c1
#51 Cc1ccc2nc(Cl)c(C3CC(c4cccs4)=NN3C(=O)CCC(=O)O)cc2c1 (configuration not stated)
#52 Cn1cc(SCC(=O)O)c2ccccc21
#53 COc1ccc(C(=O)c2cn[nH]c2-c2ccc(C)cc2O)cc1
#54 CCCCn1c(=O)c(CCC(=O)OCC(=O)NCc2ccc(OC)c(OC)c2)nc2ccccc21

Compound	49	50	51	52	53	54
OX1R antag-1	10	18	10	5	11	22
OX1R antag-2	-1	-31	-4	3	7	-20

#55 Cc1ccc(NC(=O)CN2C(=O)C(=O)N(C3CCCC3)C2=O)c(Cl)c1
#56 COC(=O)c1cc(Oc2ccc(S(=O)(=O)N3CCOCC3)cc2[N+](=O)[O-])cc(C(=O)OC)c1
#57 O=C(Nc1cccc(S(=O)(=O)N2CCCCCC2)c1)C1=COCCO1
#58 FC(F)(F)c1cc(-c2ccccc2)nc(-n2cc(Cl)cn2)n1
#59 CC(C)C(OC(=O)c1ccco1)C(=O)NCc1ccco1 (configuration not stated)
#60 NC(=O)CSc1nnnn1-c1ccccc1Cl

Compound	55	56	57	58	59	60
OX1R antag-1	4	9	13	4	20	16
OX1R antag-2	-6	-14	-23	-37	-15	8

#61 Cc1ccc(C(=O)Nc2ccccc2)cc1S(=O)(=O)N1CCN(C)CC1
#62 Cc1sc(NC(=O)c2ccccc2)c(C(c2ccc(Cl)cc2)N2CCN(CCO)CC2)c1C (configuration not stated)
#63 CCCNC(=S)Nc1ccc2nc(-c3ccccn3)c(-c3ccccn3)nc2c1
#64 O=C(CN1CCN(Cc2ccccc2F)C1=O)NCCc1ccc(Cl)cc1
#65 O=C(Nc1ccc(Oc2ccsc2C(=O)O)cc1)c1ccccc1
#66 O=C(CN(C(=O)CCC(=O)Nc1ccccn1)c1cccc(F)c1)NCc1ccc2c(c1)OCO2

Compound	61	62	63	64	65	66
OX1R antag-1	4	13	23	4	-3	23
OX1R antag-2	-12	-26	-11	-35	-10	-39

#67 COC(=O)C(CC(C)C)NC(=O)CNC(=O)c1ccccc1C (configuration not stated)
#68 COc1ccc(NC(=O)/C(=C/c2cccs2)NC(=O)c2ccco2)cc1
#69 CCN(Cc1ccncc1)C(=O)c1cc(COc2ccc(C)c(C)c2)on1
#70 COc1ccc(NC(=O)CSc2c3c(nc4ccccc24)CCCC3)c(OC)c1
#71 COc1ccc(OC)c(/C=N/NC(=O)c2ccncc2)c1
#72 CC(Sc1nc(N)cc(N)n1)C(=O)NCC1CCCO1 (configuration not stated)

Compound	67	68	69	70	71	72
OX1R antag-1	38	15	14	30	19	-1
OX1R antag-2	-9	-20	-10	-21	-4	-9

#73 O=S(=O)(c1cccc(-c2nnc(SC(F)F)n2-c2ccccc2)c1)N1CCCCC1
#74 NC(=O)C1CCN(C(=O)C2CCN(S(=O)(=O)c3ccccc3)CC2)CC1
#75 COc1cccc(C(=O)Nc2ccc(NC(=O)Cc3ccccc3)cc2)c1
#76 Cc1ccccc1-c1cc(C(=O)NCC2CC2)n(CC2CC(c3cccnc3)=NO2)n1 (configuration not stated)
#77 N#C/C(=N\Nc1ccccc1)C(=N)N1CCOCC1
#78 Cc1ccc2nc(-c3ccc(Br)cc3)cn2c1

Compound	73	74	75	76	77	78
OX1R antag-1	10	4	3	6	12	16
OX1R antag-2	-28	5	-8	-37	-16	-34

#79 O=C(COc1ccccc1Cl)NCC(c1cccs1)N1CCOCC1 (configuration not stated)
#80 CCOc1ccccc1NC(=O)N1CCC(C(=O)c2ccc(F)cc2)CC1
#81 Cc1ccc2nc(N(CCCN(C)C)C(=O)c3ccc(Br)s3)sc2c1
#82 CCN(CC)S(=O)(=O)c1ccc(N2CCOCC2)c(NS(=O)(=O)c2cccs2)c1
#83 CC(C)(C)C(=O)Nc1nnc(SCC(=O)NCc2cccs2)s1
#84 COc1cccc(NC(=S)N(Cc2ccc(Cl)cc2)Cc2ccc(C(=O)O)cc2)c1

Compound	79	80	81	82	83	84
OX1R antag-1	8	3	7	-2	15	12
OX1R antag-2	-28	-28	-14	-8	-16	-17

#85 COC(=O)c1c(N2C(=O)Nc3ccccc3N2O)sc2c1CCCC2
#86 CCn1cnc2scc(-c3ccc(C)c(C)c3)c2c1=O
#87 CC(C)CCNC(=O)C1CCC(=O)N1CCc1ccccc1 (configuration not stated)
#88 COc1ccc(C2=NN3C(C2)c2ccccc2OC3c2cccs2)cc1 (configuration not stated)
#89 CCOC(=O)Cc1nnc(NC(=O)c2cccc(OCC)c2)s1
#90 CCn1c2ccccc2c2cc(NC(=O)CNCC3CCCO3)ccc21 (configuration not stated)

Compound	85	86	87	88	89	90
OX1R antag-1	23	5	1	13	10	25
OX1R antag-2	-11	-19	-19	-23	-13	-14

#91 CCC(C)NC(=O)C(NS(=O)(=O)c1cccc2nsnc12)c1ccccc1 (configuration not stated)
#92 NS(=O)(=O)c1ccc(CCNC(=O)c2cc(-c3ccccn3)nc3ccc(Br)cc23)cc1
#93 C/C(N)=C(/C#N)C(=O)CSc1nnc(Nc2cccc(C)c2C)s1
#94 COc1ccc(NC(=O)c2ccc(NC(=O)C3CC3)cc2)cc1
#95 COC(=O)CSc1ncnc2c1cnn2-c1ccc(C)cc1C
#96 O=C(CSc1nnc(COc2ccc(Cl)cc2)o1)N1CCN(c2ccccc2)CC1

Compound	91	92	93	94	95	96
OX1R antag-1	28	31	11	10	20	11
OX1R antag-2	-30	-12	-30	-5	-11	-16

Filtered by structure, those above with fluorine (ten)
#4 Cn1c(-c2ccc(F)cc2)cnc1SCC(=O)N1CCCc2ccccc21
#20 O=C(Nc1ccc(OC(F)(F)F)cc1)Oc1ccccc1N1CCCCC1
#26 O=C(NOC(=O)c1ccccc1F)c1ccc(OC(F)F)cc1
#42 COc1ccccc1NC(=O)Nc1nnc(Cc2ccccc2F)s1
#50 Nc1cnn(Cc2ccc(F)cc2)c1
#58 FC(F)(F)c1cc(-c2ccccc2)nc(-n2cc(Cl)cn2)n1
#64 O=C(CN1CCN(Cc2ccccc2F)C1=O)NCCc1ccc(Cl)cc1
#66 O=C(CN(C(=O)CCC(=O)Nc1ccccn1)c1cccc(F)c1)NCc1ccc2c(c1)OCO2

Compound	4	20	26	42	50	58	64	66
OX1R antag-1	15	2	6	13	18	4	4	23
OX1R antag-2	-38	17	-1	-28	-31	-37	-35	-39

#73 O=S(=O)(c1cccc(-c2nnc(SC(F)F)n2-c2ccccc2)c1)N1CCCCC1
#80 CCOc1ccccc1NC(=O)N1CCC(C(=O)c2ccc(F)cc2)CC1

Compound	73	80
OX1R antag-1	10	3
OX1R antag-2	-28	-28
